Screening results as filed in PubChem.
BRCT PPI green: BRCA1 BRCT-phosphoprotein interaction inhibition; Potency, µM (series often up to 76.9 µM), inactives show at the highest dose activity change, negative = inhibition, hits mostly inhibitors; BRCA1 BRCT-phosphopeptide binding, green fluorescence polarization; 75,000 tested, 0.05% active; AID 875; P38398;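 further: potency means the concentration at half of the fitted maximal effect; plate controls were peptide without protein for full effect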
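Compounds were incubated for 12 min at room temperature with a complex of 100 nM fluorescein-tagged pBACH1 decapeptide and 250 nM His-tagged BRCT protein. Buffer was phosphate pH 7.3 with EDTA, DTT and Tween 20. Disruption of binding lowers the polarization signal.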
CRE-bla Fsk: alters forskolin-stimulated CRE reporter signaling in CHO cells; CHO CRE-bla reporter (cAMP response element driving beta-lactamase), forskolin EC10, beta-lactamase ratio; Potency, µM (doses to about 38.2 µM), inactives show at the top dose activity change, negative = inhibition, usual class: activators; 71,000 tested, 2.5% active; active means well fitted activation curve with a large enough effect in the signal ratio, with a control signal flat, not every such curve was filed as active; inconclusive means small, poorly fitted or top-dose-only effect, or effect the other way, or a change in a side signal; the % refers to the signal ratio; further: potency means the concentration at half of the fitted maximal effect; % of control where 0% means no effect
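The 460nm/530nm emission ratio after CCF4 loading defined %Activity, from which AC50 values were obtained. CRE-bla CHO cells received compound dilution series together with an EC10 level of NKH 477 for 3 hours at 37 degrees Celsius.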
Ub-GFP proteasome: inhibits proteasome, raising ubiquitin-GFP reporter fluorescence; AID 526; Ubiquitin-GFP reporter cells, proteasome inhibition, GFP fluorescence; response scale: untreated = 0%, 10 µM MG-132 = 100%; 67,000 tested, under 10 active; Potency, µM (titrated, usually from 45.9 µM), for inactives: top-dose activation (GFP accumulation), most hits filed as activators; active means well fitted activation curve with a large enough effect, not every such curve was filed as active; inconclusive means small, poorly fitted or top-dose-only effect, or another doubt; inactive means no such curve, though single readings can be large or run the other way; further: potency means the concentration at half of the fitted maximal effect
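U2OS cells stably expressing ubiquitin(G76V)-GFP, seeded overnight in 0.5% FBS medium, were exposed to compounds (qHTS, 46 uM to 2.9 nM) for 4 hr at 37 °C. GFP-positive cells were counted by laser cytometry (488 ex/515 em), normalized between basal and 10 uM MG-132.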
USP2a inhib: USP2a (human) protease inhibition | O75604 | USP2a enzymatic assay, qHTS inhibition | Potency, µM (top dose mostly 38.3 µM), without a hit: at the top dose activity change, negative = inhibition, usual class: inhibitors | 60,000 tested, 0.1% active | AID 927;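 further: potency means the concentration at half of the fitted maximal effect; nearly all actives have a fitted effect of over 60% in size; plate controls were DMSO for no effect and NEM full inhibition control for full effect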
Target sequence (O75604 whole entry, looked up): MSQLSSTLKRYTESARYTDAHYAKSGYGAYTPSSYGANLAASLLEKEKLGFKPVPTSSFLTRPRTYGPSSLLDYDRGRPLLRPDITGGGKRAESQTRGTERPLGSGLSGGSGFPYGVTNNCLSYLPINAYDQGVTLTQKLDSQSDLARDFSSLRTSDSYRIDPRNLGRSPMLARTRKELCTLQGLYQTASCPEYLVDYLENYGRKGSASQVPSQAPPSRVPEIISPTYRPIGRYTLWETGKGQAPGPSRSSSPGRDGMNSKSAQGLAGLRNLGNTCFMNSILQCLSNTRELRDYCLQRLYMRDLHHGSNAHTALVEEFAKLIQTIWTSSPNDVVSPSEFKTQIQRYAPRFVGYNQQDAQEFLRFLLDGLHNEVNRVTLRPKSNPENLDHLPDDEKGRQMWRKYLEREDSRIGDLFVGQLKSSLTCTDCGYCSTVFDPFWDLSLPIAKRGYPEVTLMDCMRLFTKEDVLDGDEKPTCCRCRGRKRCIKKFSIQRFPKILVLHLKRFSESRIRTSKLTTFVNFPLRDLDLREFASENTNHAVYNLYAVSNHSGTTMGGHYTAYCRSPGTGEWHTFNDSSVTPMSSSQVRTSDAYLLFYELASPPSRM
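Coupled readout: USP2-cleaved Ub-PLA2 (20nM final) turns over NBD C6-HPC (20uM final), Ex 460nm/Em 535nm after 2.5 h, time-zero read flagging artifacts. Enzyme (20nM final, pH 8.0 Tris) given 30 min RT with compound first; NEM defines full inhibition.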
BRCT inh red: inhibitors of human BRCA1 BRCT-phosphoprotein interaction (red fluorophore); P38398; BRCT-phosphopeptide binding, red fluorescence polarization; Potency, µM (top dose mostly 76.9 µM), for the others: at the highest dose activity change, negative = inhibition, actives largely listed as inhibitors; 75,000 tested, 0.03% active; AID 892; further: on the % scale 0 is the no-effect control and ±100 the full control effect
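Fluorescence polarization: 100 nM His-tagged BRCA1 BRCT with 100 nM TAMRA-labelled phospho-BACH1 decapeptide, phosphate buffer pH 7.3 with 150 mM NaCl, DTT, 0.01% Tween 20; 12 min RT. Binding inhibition seen as FP decrease.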
15-hLO inh: blocks human 15-lipoxygenase activity; P16050; purified 15hLO-1, xylenol orange hydroperoxide absorbance; Potency, µM (top dose mostly 57.1 µM), without a hit: top-dose activity change, negative = inhibition, most hits filed as inhibitors; 74,000 tested, 1.4% active; further: potency means the concentration at half of the fitted maximal effect; on the % scale 0 is the no-effect control and ±100 the full control effect; nearly all actives have a fitted effect of over 55% in size
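Compounds were preincubated 15 min at room temperature with 40 nM purified human enzyme (25 mM Hepes pH 7.5, 0.01% Triton X-100); 50 uM arachidonic acid reacted 6 min. Fe-xylenol orange detection, 30 min, absorbance ratio 573/405 nm.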
Hsp90 Hop PPI: changes Hsp90-Hop TPR2A binding signal, up or down | AlphaScreen TPR2A-His6 binding biotin-Hsp90 C-terminal peptide | Potency, µM (top dose mostly 57 µM), inactives show top-dose activity change, negative = inhibition | 71,000 tested, 0.44% active; active means well fitted curve in either direction with a large enough effect; inconclusive means small, poorly fitted or top-dose-only effect, or another doubt; further: potency means the concentration at half of the fitted maximal effect; on the % scale 0 is the no-effect control and ±100 the full control effect; many of its hits are not listed in these tables
HBB splice mod: alters splicing of the hemoglobin beta chain; HBB splicing reporter cell assay, activation; EGFP reporter with mutant IVS2-654 intron; response scale: normalised to 500 nM splice-correcting PNA; Potency, µM (doses to about 46.1 µM), for inactives: at the top dose activation, actives largely listed as activators; 65,000 tested, 0.06% active; further: potency means the concentration at half of the fitted maximal effect; 0% is about no effect
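HeLa cells stably expressing EGFP interrupted by mutant beta-globin intron 2 (IVS2-654), 500/well in 2% FCS. Treated with compound for 2 days at 37C. Splicing correction scored as total well GFP intensity (488 nm excitation, 500-520 nm emission); 500 nM antisense PNA served as control.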
Epigenetic mod: epigenetic GFP locus derepression in mouse cells; mouse C127i GFP locus derepression, cytometry, 30 h; Potency, µM (series often up to 46.1 µM), without a hit: at the top dose GFP derepression (activation); 68,000 tested, 0.09% active; AID 597; further: % of control where 0% means no effect
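Locus derepression in mouse mammary C127i cells whose integrated CMV-GFP reporter is normally silent; GFP expression after 30 h compound treatment was quantified by counting fluorescent cells.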
DNA Pol III inh: DNA polymerase III holoenzyme inhibition. reconstituted DNA polymerase III holoenzyme replication, biochemical. Potency, µM (series often up to 57.1 µM), inactives show top-dose activity change, negative = inhibition. 71,000 tested, 0.25% active. AID 603; further: potency means the concentration at half of the fitted maximal effect; on the % scale 0 is the no-effect control and ±100 the full control effect
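Reconstituted *E. coli* holoenzyme (0.35 nM Pol III, 1 nM beta, 154 nM SSB, 2 nM primase) was preincubated with compound for 15 min at RT. Synthesis on 1.4 nM ssM13Gori ran 35 min, then was stopped with PicoGreen/EDTA and read as dsDNA fluorescence.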
HADH2 inhib: inhibitors of human HADH2 dehydrogenase. Potency, µM (highest dose often 57.1 µM), inactives show at the top dose activity change, negative = inhibition, usual class: inhibitors. Q99714. recombinant HADH2, NADH fluorescence, beta-hydroxybutyryl-CoA. 73,000 tested, 3.4% active; further: potency means the concentration at half of the fitted maximal effect; on the % scale 0 is the no-effect control and ±100 the full control effect; nearly all actives have a fitted effect of over 60% in size; many of its hits are not listed in these tables
Target sequence (Q99714 whole entry, looked up, one chain of several): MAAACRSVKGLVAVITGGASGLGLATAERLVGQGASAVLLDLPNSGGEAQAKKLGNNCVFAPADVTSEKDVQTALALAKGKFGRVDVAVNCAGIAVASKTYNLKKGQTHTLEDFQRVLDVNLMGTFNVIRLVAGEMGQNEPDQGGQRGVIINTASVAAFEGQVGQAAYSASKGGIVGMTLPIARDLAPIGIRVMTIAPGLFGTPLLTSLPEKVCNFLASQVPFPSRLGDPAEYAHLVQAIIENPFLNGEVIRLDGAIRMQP
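NADH fluorescence (ex 360/em 450 nm) read every 30 s for 4 min; activity taken as last-minus-first time point difference. Enzyme 20 nM, NAD+ 1 mM, beta-hydroxybutyryl-CoA 90 uM, pH 9.0 Tris buffer.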
Starred values were filed as active, the others as inactive; ? = inconclusive; · = not tested or not shown; & = joins results of further samples; [ ] = dose if it differs, or a comment. Unless noted, the call rests on the fitted dose curve; in most records, active means well fitted curve in the direction sought with a large enough effect; inconclusive means small, poorly fitted or top-dose-only effect, or another doubt; inactive means no such curve, though single readings can be large; an effect the other way counts as inactive or inconclusive.

canonical_smiles | CRE-bla Fsk | Hsp90 Hop PPI | BRCT inh red | HBB splice mod | DNA Pol III inh | Ub-GFP proteasome | 15-hLO inh | BRCT PPI green | USP2a inhib | Epigenetic mod | HADH2 inhib
Cc1ccc(NCc2nnc(SCC(=O)Nc3cccc(O)c3)n2CC2CCCO2)c(C)c1 (configuration not stated) | -4% | -9% | -2.2% | -0.3%[57.5 µM] | -7% | -5% | 12% | -2.9% | · | 6% | 14%
COc1ccc(OC)c(-c2nnc(SCC(=O)N3CCOCC3)o2)c1 | 22% | -1% | 1.8% | 2.9% | -7% | 8% | 8% | -0.5% | -2% | 0% | -5%
COc1ccc2nc(SCC(=O)Nc3ccc4c(c3)OCCO4)[nH]c2c1 | -10% | ? | 0.2% | -0.5%[0.369 µM] | -5% | · | -10% | -1.5% | 20% | -2% | -3%
COC(=O)C1=C(C)N(Cc2ccccc2)C2=C(C(=O)c3ccccc3)C(c3ccccc3)[C@@](O)(C(=O)OC)C(=O)N2C1c1ccccc1 (some centres not stated) | · | · | 1.6%&1.8%[15.4 µM] | 1.8%&1.8%[9.22 µM] | · | · | 9%&7%[11.4 µM] | 0.5%&-0.6%[15.4 µM] | · | · | 7%&3%[11.4 µM]
CNC(=O)c1ccc(OCc2ccccc2)c(OC)c1 | 1% | -4% | 0.1% | -1.5% | -1% | -2% | 10% | -0.6% | 15% | -2% | 7%
CCOC(=O)c1ccc(NC(=O)C(CC)(CC)C(=O)OCC)cc1 | -4% | 9% | -0.2% | 2.0%[0.369 µM] | 2% | · | -2% | 0.8% | 0% | -4% | -5%
Cc1cnc(C(=O)OCC(=O)N2c3ccccc3NC(=O)C2(C)C)cn1 | ? | -1% | 1.1% | 0.0% | 2% | 5% | 4% | -2.0% | -6% | 0% | 6%
CNC(=O)NC(=O)CSc1ccc(NC(C)=O)cc1 | 0% | -2% | 0.8% | -0.7% | 1% | 0% | 1% | -2.1% | 0% | -1% | 4%
O=C(N1CCOCC1)N(Cc1ccccc1)c1ccccn1 | ? | -4% | -0.7% | 0.6%[57.5 µM] | -6% | 2% | 16% | -0.7% | -8% | 5% | 1%
CC/C=C\CC[C@H](O)C1=CCCCC1=O | · | · | 0.6%[15.4 µM] | 0.9%[9.22 µM] | · | · | 3%[11.4 µM] | -0.6%[15.4 µM] | · | · | -15%[11.4 µM]

Limited to Ub-GFP proteasome, Hsp90 Hop PPI and HBB splice mod (3 entries from above):
molecule	Ub-GFP proteasome	Hsp90 Hop PPI	HBB splice mod
CNC(=O)NC(=O)CSc1ccc(NC(C)=O)cc1	0%	-2%	-0.7%
Cc1ccc(NCc2nnc(SCC(=O)Nc3cccc(O)c3)n2CC2CCCO2)c(C)c1 (configuration not stated)	-5%	-9%	-0.3%[57.5 µM]
CCOC(=O)c1ccc(NC(=O)C(CC)(CC)C(=O)OCC)cc1	·	9%	2.0%[0.369 µM]

Next part.
canonical_smiles | CRE-bla Fsk | Hsp90 Hop PPI | BRCT inh red | HBB splice mod | DNA Pol III inh | Ub-GFP proteasome | 15-hLO inh | BRCT PPI green | USP2a inhib | Epigenetic mod | HADH2 inhib
Cc1cccc2cc(CN(Cc3ccco3)C(=O)c3cccs3)c(=O)[nH]c12 | -13% | -6% | -0.9% | 2.0% | -2% | 10% | -6% | -2.7% | 11% | 1% | ?
CCC(=O)c1cc2c(cc1NC(=O)c1cccs1)OCCO2 | ? | 0% | -0.2% | 0.5% | -4% | 1% | 7% | -0.4% | 1% | 1% | 14%
O=C(c1ccco1)N1CCC(n2nnc3ccccc32)CC1 | -1% | -1% | 0.3% | · | -3% | 3% | 7% | -0.2% | -6% | -1% | 3%
O=C(CN1CCC2(CC1)OCCO2)c1ccc2cc[nH]c2c1 | ? | -2% | -1.4% | 1.3%[0.369 µM] | 0% | · | -22% | -0.1% | 3% | 0% | -13%
CC(C)CNc1nc(Oc2ccc(=O)n(-c3ccccc3)n2)nc(N2CCOCC2)n1 | ? | -8% | -3.3% | 0.1% | 4% | -6% | -21% | 0.0% | 11% | 0% | -5%
Cc1cc(C)n2nc(-c3cccnc3)nc2n1 | 22% | -6% | -5.0% | -0.3% | -1% | 0% | -1% | -0.4% | -6% | 0% | 0%
Cc1ccc(N2CCCn3c2nc2c3c(=O)n(CCN3CCOCC3)c(=O)n2C)cc1 | 20% | -6% | 0.6% | 3.3%[0.369 µM] | 1% | · | 1% | -6.4% | 5% | -2% | -9%
CC[C@@H](C)[C@H](NC(=O)OC(C)(C)C)c1nnc(S(=O)(=O)Cc2cc(C)ccc2C)o1 | ? | ? | 0.8% | 5.9%[0.369 µM] | -15% | 2% | -21% | -1.0% | -7% | 9% | 2.5µM*
CCCC(C)C(=O)Nc1ccc2c(c1)OCCO2 (configuration not stated) | -3% | ? | 0.4% | -0.5% | -10% | -3% | -12% | 1.1% | -5% | 0% | -1%
OCCOCCNc1ncnc2nc[nH]c12 | 4% | -14% | -0.6% | -0.9% | -4% | -3% | -12% | 1.1% | · | · | 5%

More compounds follow.
canonical_smiles | CRE-bla Fsk | Hsp90 Hop PPI | BRCT inh red | HBB splice mod | DNA Pol III inh | Ub-GFP proteasome | 15-hLO inh | BRCT PPI green | USP2a inhib | Epigenetic mod | HADH2 inhib
Cc1cc(C(F)(F)F)c2c(N)c(C(=O)Nc3cc(C)on3)sc2n1 | 1% | 1% | -1.1% | · | 0% | 0% | 7% | -1.8% | 36%[activator] | ? | 14%
CCc1ccccc1N1CC23C=CC(O2)C(C(=O)O)C3C1=O (configuration not stated) | -5% | -3% | 1.4% | 1.3% | -5% | -6% | 13% | -1.0% | · | -2% | -4%
CN(C)C(=O)c1ccc(-c2nc(NCc3ccccc3)c3ccccc3n2)cc1 | 2µM* | -1% | 3.0% | 0.2% | 3% | 5% | -10% | 3.5% | 47%[activator] | 2%[9.22 µM] | 1%
COc1cc(S(=O)(=O)N(Cc2ccc(C)cc2)C2CCCCC2)ccc1-n1cnnn1 | ? | 5% | 0.4% | · | -6% | -4% | -15% | -3.3% | 111%[activator] | 4% | 5%
COc1ccc2[nH]c3nc(SCc4nnc(-c5ccc(C)cc5)o4)nnc3c2c1 | 1µM* | -2% | 0.2% | · | -7% | 1% | -6% | -0.4% | 24% | -2% | 8%
CCCS(=O)(=O)N1CCCC(C(=O)NCCN(C)Cc2ccccc2)C1 (configuration not stated) | -6% | -6% | 0.5% | -0.4% | -5% | -1% | 4% | 4.0% | 3% | 0% | 2%
Cc1ccc(CS(=O)(=O)CCC(=O)NCc2cccs2)cc1 | -19% | -2% | -0.7% | 0.6% | -6% | 17% | 2% | -1.4% | -2% | 1% | -7%
Cc1cc(C(=O)COC(=O)CCc2nc3ccccc3s2)c(C)n1C | -5% | -6% | -1.1% | -1.8% | -2% | -3% | 6% | 0.2% | 8% | 0% | 3%
Cc1sc2nc3c4ccccc4c(NCc4ccco4)nn3c(=O)c2c1C | ? | -2% | -0.5% | ? | -5% | 0% | -18% | 16% | 34%[activator] | 1% | ?
COc1ccc(NC(=O)C2=C(C)Nc3ncnn3C2c2ccccc2C(F)(F)F)c(OC)c1 (configuration not stated) | -3% | -5% | 0.9% | 0.3% | -2% | 0% | -1% | 0.2% | 4% | 2% | 13%
CCC(=O)c1ccc(OCC(O)Cn2cnc3ccccc32)cc1 (configuration not stated) | 2% | -4% | -0.8% | -3.0%[0.369 µM] | -2% | -3% | 5% | 2.3% | 15% | 0% | -5%
COc1ccc(NC(=O)c2ccco2)cc1NC(=O)c1ccco1 | ? | -4% | -1.6% | · | -4% | 7% | -6% | 1.4% | 6% | 0% | 2%
COc1ccccc1CNc1cc(-c2ccoc2)ncn1 | -11% | -18% | 0.4% | 3.8% | 2% | 5% | 26% | 6.2% | 221%[activator] | -1%[9.22 µM] | -15%

Only part of the results is shown, so the mix of outcomes need not match the whole.
